Compound activity deposited in PubChem by National Center for Advancing Translational Sciences (NCATS).
Apoferritin bind: qHTS Assay for Identification of Novel General Anesthetics | Ferritin light chain (Equus caballus), P02791 | apoferritin/1-aminoanthracene competitive binding, fluorescence | Potency, µM (highest dose often 77.5 µM), without a hit: top-dose activity change, negative = displacement, most hits filed as inhibitors | actives 0.074% (n = 350,000) | AID 485281, 2010; further: on the % scale 0 is the no-effect control and ±100 the full control effect; nearly all actives have a fitted effect of over 20% in size
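Read-out: endpoint 1-AMA fluorescence, excitation 380 nm and emission 535 nm, after compounds sit 10 min at room temperature with 10 uM horse-spleen apoferritin in 50% saturated 1-AMA/PBS. Values come from four-parameter Hill fits.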
Pol kappa inh: qHTS for Inhibitors of Polymerase Kappa. DNA polymerase kappa (Homo sapiens), Q9UBT6. purified Pol kappa, fluorescent DNA synthesis assay, 10 min. Potency, µM (doses to about 107 µM), for inactives: at the top dose activity, negative = inhibition, actives largely listed as inhibitors. actives 0.53% (n = 400,000); further: on the % scale 0 is the no-effect control and ±100 the full control effect
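Readout: fluorescence, taken kinetically at 0 and 10 min. Conditions: 10 nM Pol kappa, 15 min RT compound preincubation, 50 nM substrate final. Controls: enzyme-free buffer wells.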
Pol eta inh: qHTS for Inhibitors of Polymerase Eta; AID 588591, 2011; actives 1.2% (n = 390,000); recombinant Pol eta, fluorescent DNA replication assay; DNA polymerase eta (Homo sapiens), Q9Y253; Potency, µM (series often up to 114 µM), inactives show top-dose activity change, negative = inhibition, usual class: inhibitors; further: on the % scale 0 is the no-effect control and ±100 the full control effect
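Pol eta (10 nM) was preincubated with compounds for 15 min at room temperature, after which fluorescent replication substrate (50 nM final) was added to start the reaction. Fluorescence was read kinetically at 0 and 10 min.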
BAZ2B block: qHTS Assay for Inhibitors of BAZ2B; AlphaScreen BAZ2B-H3K14Ac peptide displacement; Potency, µM (highest dose often 114 µM), for the others: at the top dose activity change, negative = inhibition, actives largely listed as inhibitors; actives 4.4% (n = 360,000); AID 504333, 2011; further: on the % scale 0 is the no-effect control and ±100 the full control effect; nearly all actives have a fitted effect of over 60% in size
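BAZ2B (50 nM) with biotin-H3(5-23)K14Ac peptide (50 nM) in PBS pH 7.4, 0.01% Tween-20, preformed 30 min, then compound 30 min at room temperature; top concentration 110uM. AlphaScreen streptavidin donor/nickel chelate acceptor beads (10 ug/mL final), 20 min dark, signal read.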
APEX1 inh: qHTS Assay for Inhibitors of the Human Apurinic/apyrimidinic Endonuclease 1 (APE1); AID 2517, 2012; recombinant APE1, TAMRA/BHQ-2 abasic DNA cleavage fluorescence; DNA repair nuclease/redox regulator APEX1 (Homo sapiens), P27695; Potency, µM (top dose mostly 65.8 µM), for inactives: at the top dose activity change, negative = inhibition, hits mostly inhibitors; actives 0.35% (n = 350,000);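 further: plate controls were vehicle for no effect and reference inhibitor for full effect; nearly all actives have a fitted effect of over 55% in size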
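Step 1: APE1 (0.75 nM) with compound, 15 min RT. Step 2: add 50 nM fluorophore/quencher THF duplex. Step 3: three fluorescence reads 60 s apart (525/598 nm); read 3 minus read 1 = reaction progress.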
G9a inh: qHTS Assay for Inhibitors of Histone Lysine Methyltransferase G9a; Histone-lysine N-methyltransferase EHMT2 (Homo sapiens), Q96KQ7; G9a H3K9 monomethylation, AlphaScreen, 2 h; Potency, µM (doses to about 102 µM), for inactives: top-dose activity, negative = inhibition, actives largely listed as inhibitors; actives 8.8% (n = 350,000); further: on the % scale 0 is the no-effect control and ±100 the full control effect; nearly all actives have a fitted effect of over 75% in size
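Quantitative HTS format: methyltransferase activity on a biotin-tagged H3K9 peptide is measured by AlphaScreen, using a rabbit anti-monomethyl-H3K9 antibody with streptavidin donor and anti-IgG acceptor beads. Final levels are 20 nM enzyme, 500 nM peptide, 20 uM SAM; 2 h RT.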
POLI inh: qHTS for Inhibitors of Polymerase Iota. Potency, µM (top dose mostly 115 µM), inactives show at the top dose activity, negative = inhibition, usual class: inhibitors. actives 1% (n = 390,000). DNA polymerase iota (Homo sapiens), Q9UNA4. Pol iota fluorescent replication assay, 10 min
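Fluorescent replication assay read twice, at 0 min and 10 min after adding 50 nM (final) substrate. Enzyme (10 nM) and compounds were first incubated 15 min at room temperature; enzyme-free buffer wells were negative controls.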
BLM helicase inh: qHTS Assay for Inhibitors of Bloom's syndrome helicase (BLM). RecQ-like DNA helicase BLM (Homo sapiens), P54132. recombinant BLM DNA unwinding, fluorescence dequenching. Potency, µM (highest dose often 56.1 µM), for inactives: at the top dose activity change, negative = inhibition, usual class: inhibitors. actives 0.2% (n = 350,000). AID 2528, 2010;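 further: plate controls were vehicle for no effect and no enzyme for full effect; nearly all actives have a fitted effect of over 35% in size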
POLB inh: qHTS Assay for Inhibitors of DNA Polymerase Beta; actives 1.3% (n = 340,000); P06746; Potency, µM (top dose mostly 114 µM), inactives show at the top dose activity change, negative = inhibition, most hits filed as inhibitors; Pol beta primer extension/strand displacement, fluorescence kinetic; further: on the % scale 0 is the no-effect control and ±100 the full control effect
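Enzyme-only controls used 10 nM Pol beta; buffer lacking enzyme served as negative control. Compound preincubated 15 min, then 50 nM substrate added; 0 and 10 min reads at room temperature.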
Numbers without * were called inactive; ? = inconclusive; . = no result given; [ ] = another dose, or the depositor's remark. The call rests on the fitted dose curve; in most records, active means well fitted curve in the direction sought with a large enough effect; inconclusive means small, poorly fitted or top-dose-only effect, or another doubt; inactive means no such curve, though single readings can be large; an effect the other way counts as inactive or inconclusive. Potency means the concentration at half of the fitted maximal effect. This is a subset; rates above refer to the full screens.

SMILES | Apoferritin bind | Pol kappa inh | Pol eta inh | BAZ2B block | APEX1 inh | G9a inh | POLI inh | BLM helicase inh | POLB inh
Cc1nn(Cc2c(F)c(F)c(F)c(F)c2F)c(C)c1NC(=O)c1cccc(COc2ccccc2Cl)c1 | -13.4% | -2.2% | 4.9% | 11.4% | 12.6% | . | ? | 1.2% | 28.5%
C/C(N)=C(/C#N)C(=O)CSc1nnc(Nc2ccccc2)s1 | -22.0% | -5.8% | -2.0% | -9.0% | -6.7% | -9.3% | 23.4% | -4.6% | 9.3%
OCC1(Cc2ccccc2)CCCN(Cc2cnn(-c3ccccc3)c2)C1 (stereo not drawn) | -10.7% | -1.7% | -5.0% | 0.6% | 5.3% | -8.7% | 65.3%[activator] | 2.5% | 5.4%
CCCCn1c(=NC(=O)c2ccco2)c(C(=O)OCC)cc2c(=O)n3cccc(C)c3nc21 | 14.0% | -4.1% | 25.1% | -8.1% | 19.6% | . | 20.0% | 3.8% | 11.9%
COc1ccc(CN2CCNC(=O)C2CC(=O)NC2CCCC2)c(C)c1C (stereo not drawn) | 4.1% | -4.1% | -17.4% | ? | 12.3% | 44.7µM* | 50.5%[activator] | -2.8% | 6.8%
N#CC1=C(N)C(C#N)(C#N)C(c2ccc[nH]2)C2CCCC=C12 (stereo not drawn) | 5.6% | ? | -7.4% | -14.4% | 13.0% | 35.5µM* | ? | -6.2% | -0.1%
COc1ccc(C(=O)NC2CCN(S(=O)(=O)c3ccccc3F)CC2)cc1 | 2.6% | -3.0% | -7.2% | -5.2% | 24.6% | 7.8% | ? | -1.3% | 10.7%
Cc1cccc(OCCCC(=O)NCC(=O)Nc2cccc(C)c2C)c1 | -10.3% | -1.6% | -13.2% | 1.8% | -2.6% | 5.6% | ? | 3.2% | 2.8%
COc1ccc(NC(=O)CCNS(=O)(=O)c2ccc3c(c2)CC(C)N3C(C)=O)cc1 (stereo not drawn) | -7.5% | -6.7% | -8.7% | -7.9% | -26.1% | 58.9%[activator][59 µM] | 19.3% | -2.7% | 3.8%
C#CCOCCOCCOCCNc1nc(N2CCN(C(=O)C([C@@H](C)CC)n3cc(C(N)CC(C)C)nn3)CC2)nc(N2CCN(C(=O)[C@H](CCC(=O)O)n3cc(C(N)[C@H](C)CC)nn3)CC2)n1 (stereo partly drawn) | -3.4% | 10.0% | -15.2% | ? | 13.9% | -104.7%[59 µM] | -3.0% | 1.1% | 35.6%
CCOc1ccc2[nH]cc(C(=O)NCCc3ccccc3)c(=O)c2c1 | -11.8% | -8.3% | -8.9% | -25.1% | 44.4%[activator] | -7.6% | -13.0% | -9.2% | 4.2%
O=C(NCC1CCCO1)c1ccccc1OCc1ccc(Cl)cc1 (stereo not drawn) | . | -1.4% | -18.7% | 7.0% | 13.8% | 9.6% | 25.3% | . | .
COc1ccc2c(c1)c1c(c(=O)n(CCc3ccccc3)c(=O)n1Cc1cccc(C)c1)n2C | 35.2%[activator] | -8.3% | -6.1% | -9.0% | . | 3.4%[59 µM] | -1.1% | -10.2% | 51.0%
COc1ccc(Cl)cc1NC(=O)N1CCN(c2ccccc2OC)CC1 | -6.2% | -2.1% | -6.7% | -15.4% | -4.1% | -6.0% | -9.6%[58.9 µM] | -7.2% | 9.6%
CCOc1ccc2c(c1)sc(N)[n+]2Cc1cc(C)cc2cccnc12 | -19.1% | -4.3% | -8.0% | -12.0% | 1.2% | ? | 23.5% | 35.5%[activator] | -1.2%
Cn1c(SCC(=O)Nc2ccccc2)nnc1C(F)(F)F | -1.3% | -19.1% | -21.7% | -2.9% | -3.6% | -4.3% | 17.6% | -2.3% | -17.9%
CC(=O)NCC(=O)NNC1CC(=O)N(c2cccc(Cl)c2)C1=O (stereo not drawn) | -10.0% | -1.4% | -14.4% | -0.4% | -0.1% | 4.5% | -28.2%[58.9 µM] | -1.2% | 6.5%
Cc1cc(Cl)ccc1NC(=O)CN1C(=O)NC2(CCCc3ccccc32)C1=O (stereo not drawn) | . | 1.8% | -3.8% | 4.0% | 13.4% | 19.5%[2.33 µM] | 20.8% | . | .
O=C(CCC(=O)Nc1ccccc1)N/N=C/c1cccnc1 | -15.8% | 14.8% | 0.1% | -0.8% | -4.5% | . | -15.7% | -1.8% | 8.5%
Cc1nnc(NN)n(N)c1=O | -3.9% | 3.9% | -1.4% | 11.0% | -3.8% | . | 52.2%[activator] | -2.4% | 35.7%
CC(C)c1ccc(-c2csc3ncnc(N4CCN(C)CC4)c23)cc1 | -15.7% | -4.0% | -13.0% | -24.1% | 8.3% | -7.4% | 97.9%[activator] | 2.5% | 9.3%
Cc1[nH]c(=O)c(S(=O)(=O)c2ccccc2)c(C)c1Cl | -7.7% | -0.1% | -4.2% | 27.8% | 60.7%[activator] | -1.2% | 13.9% | 0.7% | -0.6%
CC1CCN(C(=O)c2[nH]cnc2C(=O)N2CCN(c3ccccc3)CC2)CC1 | . | -3.4% | -9.1% | -3.0% | 9.6% | -4.9%[0.501 µM] | -11.8% | . | .
Cn1nccc1NC(=O)Nc1ccccc1 | 0.6% | -5.7% | -4.0% | 3.9% | 22.1% | 15.2% | -14.0% | -6.2% | 0.1%
CC(C)CN1CCN(Cc2cccn2-c2cccnc2)CC1CCO (stereo not drawn) | -5.2% | 0.4% | -3.6% | -27.1% | 3.8% | -42.8% | 25.9% | -0.2% | ?
CCCOc1ccc(C2C(=O)N(C3CCCCCC3)CC(=O)N2CCC2=CCCCC2)cc1OC (stereo not drawn) | 1.2% | -7.5%[60.1 µM] | -14.2% | -2.4% | . | -18.2%[59 µM] | -1.4% | -7.1% | 12.3%
COc1ccc(/C=C2\SC(=S)N(CC(=O)OCC(=O)Nc3ccc([N+](=O)[O-])cc3OC)C2=O)cc1 | -10.5% | -6.4% | -20.7% | ? | 21.1% | . | 72.2%[activator] | -5.9% | 5.3%
COc1cc(/C=N/n2nnnc2Nc2ccccc2)cc(OC)c1OC | -10.4% | -16.1% | ? | 9.0% | ? | -12.6%[59 µM] | 7.2% | -7.2% | 42.2%
COc1ccccc1CCC(=O)NNC(=O)c1cccs1 | . | -3.6% | -17.8% | . | -6.9% | . | 77.1%[activator] | . | .
N#C/C(=C\N1CCCCC1)S(=O)(=O)c1ccc(Cl)cc1 | 0.8% | -7.9% | -15.3% | 4.6% | -4.3% | -4.3%[59 µM] | 14.8% | -3.6% | 3.9%

Single records, from the list above.
Record of `O=C(CCC(=O)Nc1ccccc1)N/N=C/c1cccnc1` = Apoferritin bind = -15.8%; Pol kappa inh = 14.8%; Pol eta inh = 0.1%; BAZ2B block = -0.8%; APEX1 inh = -4.5%; G9a inh = .; POLI inh = -15.7%; BLM helicase inh = -1.8%; POLB inh = 8.5%
Record of `Cn1c(SCC(=O)Nc2ccccc2)nnc1C(F)(F)F` = Apoferritin bind = -1.3%; Pol kappa inh = -19.1%; Pol eta inh = -21.7%; BAZ2B block = -2.9%; APEX1 inh = -3.6%; G9a inh = -4.3%; POLI inh = 17.6%; BLM helicase inh = -2.3%; POLB inh = -17.9%

(listing goes on)
SMILES | Apoferritin bind | Pol kappa inh | Pol eta inh | BAZ2B block | APEX1 inh | G9a inh | POLI inh | BLM helicase inh | POLB inh
CC(C)N(C(=O)c1ccc(C(=O)Nc2ccc([N+](=O)[O-])cc2)cc1)C(C)C | -4.7% | -1.7% | -12.0% | -5.6% | 31.0% | 1.6% | 1.0% | -1.9% | 25.3%
COc1ccc2[nH]cc(CCNC(C)=O)c2c1 | 1.9%[29.3 µM] | 1.3%[60.1 µM] | -4.3%[57.1 µM] | . | 0.2% | 0.1%[59 µM] | 7.1%[58.9 µM] | 2.2% | 6.1%[57.1 µM]
Fc1ccc(-n2ncc3c(NC4CCCCCC4)ncnc32)cc1 | ? | -1.4%[60.1 µM] | -15.4% | 17.7% | . | 9.4%[59 µM] | 5.9% | -9.3% | 1.6%
NNC(=S)Nc1c(Br)cc(F)cc1Br | -15.8% | -8.1% | -11.5% | -6.3% | -3.0% | 35.5µM* | -1.8% | -2.4% | -0.6%
CCN(CC)S(=O)(=O)c1ccc(C(=O)N2CCN(C3=NS(=O)(=O)c4ccccc43)CC2)cc1 | -20.8% | -3.0% | -0.1% | -32.3% | 38.8% | 65.2%[activator] | 11.9% | 1.0% | 9.9%
COCc1c(C(=O)N2CCN(Cc3ccc(C#N)cc3)CC2)oc2ccccc12 | -16.4% | -4.5% | 3.8% | -23.5% | 32.7% | -0.6% | ? | -5.4% | ?
CCCCCCc1nnc(NC(=O)OCC)s1 | ? | -7.4% | 9.1% | -1.7% | 5.0% | ? | -0.6% | -2.3% | -14.9%
O=C(c1ccco1)N1CCN(c2ccc(Cl)cc2)CC1 | 7.6% | -10.6% | -5.5% | -3.0% | 2.0% | 17.9%[12.7 µM] | 10.0% | 1.7% | -0.4%
Cc1ccc(N(O)C(=O)OCCNC(=O)Nc2ccccc2)cc1 | -20.5% | 8.9% | -17.3% | -7.1% | -0.4% | -3.5% | -0.3% | -2.1% | 14.5%
Cc1cc(=O)oc2c(C)c(OCC(=O)NCCCN3CCOCC3)ccc12 | -2.7% | -4.6% | -1.0% | -5.0% | -4.9% | . | 2.1% | -11.2% | 56.6%
